Screening data from PubChem BioAssay.
APEX1 inh – qHTS Assay for Inhibitors of the Human Apurinic/apyrimidinic Endonuclease 1 (APE1); Potency, µM (series often up to 65.8 µM), for the others: top-dose activity change, negative = inhibition, actives largely listed as inhibitors; recombinant APE1, TAMRA/BHQ-2 abasic DNA cleavage fluorescence; 350,000 tested, 0.35% active; DNA repair nuclease/redox regulator APEX1 (Homo sapiens), P27695;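 note: plate controls were vehicle for no effect and reference inhibitor for full effect; nearly all actives have a fitted effect of over 55% in size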
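Substrate: short duplex with […] THF abasic site, 5'-TAMRA and 3'-BHQ-2, 50 nM final. APE1 at 0.75 nM, preincubated 15 min RT with compound. Fluorescence increase from first to third read measured activity.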
G9a block – qHTS Assay for Inhibitors of Histone Lysine Methyltransferase G9a. G9a H3K9 monomethylation, AlphaScreen, 2 h. Potency, µM (top dose mostly 102 µM), without a hit: at the top dose activity, negative = inhibition, hits mostly inhibitors. 350,000 tested, 8.8% active. AID 504332, 2011; note: % is set by controls: 0 for no effect and ±100 for the full control effect; nearly all actives have a fitted effect of over 75% in size
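AlphaScreen detection with an anti-monomethyl H3K9 antibody quantified product after a 2 h room-temperature reaction containing 500 nM biotinylated H3K9 peptide, 20 µM SAM and 20 nM enzyme, which had been preincubated 15 min with compound.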
BLM inh – qHTS Assay for Inhibitors of Bloom's syndrome helicase (BLM); recombinant BLM DNA unwinding, fluorescence dequenching; Potency, µM (top dose mostly 56.1 µM), for inactives: at the highest dose activity change, negative = inhibition, usual class: inhibitors; 350,000 tested, 0.2% active;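 note: plate controls were vehicle for no effect and no enzyme for full effect; nearly all actives have a fitted effect of over 35% in size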
JMJD2A Tudor inh – qHTS Assay for Inhibitors of JMJD2A-Tudor Domain; Lysine-specific demethylase 4A (Homo sapiens), O75164; AlphaScreen JMJD2A-Tudor / H3K4me3 peptide binding; Potency, µM (highest dose often 114 µM), inactives show at the highest dose activity change, negative = inhibition, actives largely listed as inhibitors; 390,000 tested, 4.4% active; AID 504339, 2011; note: % is set by controls: 0 for no effect and ±100 for the full control effect; nearly all actives have a fitted effect of over 50% in size
BAZ2B inh – qHTS Assay for Inhibitors of BAZ2B. 360,000 tested, 4.4% active. Potency, µM (doses to about 114 µM), for inactives: at the highest dose activity change, negative = inhibition, actives largely listed as inhibitors. Bromodomain adjacent to zinc finger domain protein 2B (Homo sapiens), Q9UIF8. AlphaScreen BAZ2B-H3K14Ac peptide displacement; note: % is set by controls: 0 for no effect and ±100 for the full control effect; nearly all actives have a fitted effect of over 60% in size
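Protein-peptide AlphaScreen: BAZ2B 50 nM, b-H3K14Ac 50 nM, 1x PBS pH 7.4 + 0.01% Tween-20. Preincubation 30 min RT; cpd 30 min RT (top 110 uM); beads 20 min RT, light-protected.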
Pol kappa inh – qHTS for Inhibitors of Polymerase Kappa; Potency, µM (highest dose often 107 µM), for inactives: top-dose activity, negative = inhibition, actives largely listed as inhibitors; 400,000 tested, 0.53% active; purified Pol kappa, fluorescent DNA synthesis assay, 10 min; AID 588579, 2011; DNA polymerase kappa (Homo sapiens), Q9UBT6; note: % is set by controls: 0 for no effect and ±100 for the full control effect
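50 nM final substrate added after 15 min RT preincubation of 10 nM Pol kappa with compound; fluorescence read at 0 and 10 min.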
Pol iota inh – qHTS for Inhibitors of Polymerase Iota | Pol iota fluorescent replication assay, 10 min | AID 588590, 2011 | Potency, µM (top dose mostly 115 µM), for the others: top-dose activity, negative = inhibition, most hits filed as inhibitors | 390,000 tested, 1% active | DNA polymerase iota (Homo sapiens), Q9UNA4
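Pol iota at 10 nM preincubated 15 min with compounds at room temperature; reaction started with fluorescent substrate, 50 nM final. Fluorescence read kinetically at 0 and 10 min; buffer-only wells as negative control.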
Pol eta inh – qHTS for Inhibitors of Polymerase Eta. Potency, µM (highest dose often 114 µM), for inactives: top-dose activity change, negative = inhibition, most hits filed as inhibitors. DNA polymerase eta (Homo sapiens), Q9Y253. recombinant Pol eta, fluorescent DNA replication assay. AID 588591, 2011. 390,000 tested, 1.2% active; note: % is set by controls: 0 for no effect and ±100 for the full control effect
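Pol eta (10 nM) was preincubated with compounds for 15 min at room temperature, after which fluorescent replication substrate (50 nM final) was added to start the reaction. Fluorescence was read kinetically at 0 and 10 min.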
Pol beta inh – qHTS Assay for Inhibitors of DNA Polymerase Beta. P06746. Pol beta primer extension/strand displacement, fluorescence kinetic. Potency, µM (titrated, usually from 114 µM), without a hit: top-dose activity change, negative = inhibition, most hits filed as inhibitors. 340,000 tested, 1.3% active. AID 485314, 2010; note: % is set by controls: 0 for no effect and ±100 for the full control effect
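Reaction started by 50 nM substrate onto compound-treated Pol beta (10 nM, 15 min preincubation, room temperature); plates read at 0 min and 10 min. Normalized concentration-effect data fitted by four-parameter Hill equation.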
The depositor's hits bear a star; ? = inconclusive; / = not tested or not shown; [ ] = dose if it differs, or a comment. Calls come from the whole dose curve; as a rule, active = well fitted curve in the direction sought with a large enough effect; inconclusive = small, poorly fitted or top-dose-only effect, or another doubt; inactive = no such curve, though single readings can be large; an effect the other way counts as inactive or inconclusive. Potency is the fitted concentration of half-maximal effect.

Molecule,Pol iota inh,APEX1 inh,Pol beta inh,BLM inh,Pol kappa inh,Pol eta inh,JMJD2A Tudor inh,BAZ2B inh,G9a block
CC(C)c1ccc(NC(=O)COC(=O)CCC(=O)c2cccs2)cc1,124.3%[activator],-3.9%,-19.2%,-3.1%,-9.9%,-19.4%,-7.0%,0.4%,17.3%[59 µM]
CCN(C(=O)CSc1nc2ccccc2c(=O)n1-c1ccc(C)cc1)C1CCS(=O)(=O)C1 (stereo not given),138.4%[activator],1.5%,12.2%,0.6%,-7.0%,-5.6%,-17.5%,-12.4%,?
COc1ccccc1-n1c(C)nc2cc(C(=O)NCc3ccc4c(c3)OCO4)ccc21,-2.2%,8.0%,-2.5%,2.2%,-7.6%,-18.8%,-35.4%,6.2%,?
CCOC(=O)c1cccc(NC(=O)CSc2ncc3c(n2)-c2ccccc2N(C)S3(=O)=O)c1,44.5%[activator],/,-27.8%,-2.5%,-9.5%,-23.4%,3.9%,0.2%,1.5%[59 µM]
CCc1nn(CC(=O)NCCCN(Cc2ccccc2)C(C)C)c(=O)c2cc3sccc3n12,4.5%,-0.9%,-0.2%,-8.8%,-12.8%,-4.0%,-1.8%,9.5%,1.6%[59 µM]
COc1ccc(N2C(=O)CC(N3CCN(c4ccc(Cl)cc4)CC3)C2=O)cc1 (stereo not given),-0.9%,17.4%,21.1%,-1.7%,-2.9%,1.2%,-9.0%,-6.4%,-6.2%[0.501 µM]
CC(NC(=O)CN1CCCC1)C12CC3CC(CC(C3)C1)C2 (stereo not given),10.4%,-1.0%,39.7%[activator],-2.8%,-11.4%,-5.2%,-9.0%,2.9%,49.3%[59 µM]
C/C(N)=C(/C#N)C(=O)COC(=O)c1ccccc1O,19.0%,-7.6%,22.8%,-0.1%,3.1%,-15.6%,-6.6%,5.3%,23.5%[59 µM]
O=C(Cn1ccc2ccccc2c1=O)Nc1ccc2c(c1)OCO2,-3.6%,-5.2%,?,-2.6%,4.9%,-7.3%,5.0%,3.0%,7.7%[59 µM]
CCc1ccc(NC(=O)Cn2ccn(-c3ccc(C)c(C)c3)c(=O)c2=O)cc1,12.4%,/,-27.2%,-2.4%,-1.6%,-3.4%,11.5%,-24.4%,-25.3%[59 µM]

A draw from above in order of heavy-atom count, ascending:
Molecule,Pol iota inh,APEX1 inh,Pol beta inh,BLM inh,Pol kappa inh,Pol eta inh,JMJD2A Tudor inh,BAZ2B inh,G9a block
CC(NC(=O)CN1CCCC1)C12CC3CC(CC(C3)C1)C2 (stereo not given),10.4%,-1.0%,39.7%[activator],-2.8%,-11.4%,-5.2%,-9.0%,2.9%,49.3%[59 µM]
O=C(Cn1ccc2ccccc2c1=O)Nc1ccc2c(c1)OCO2,-3.6%,-5.2%,?,-2.6%,4.9%,-7.3%,5.0%,3.0%,7.7%[59 µM]
CCc1nn(CC(=O)NCCCN(Cc2ccccc2)C(C)C)c(=O)c2cc3sccc3n12,4.5%,-0.9%,-0.2%,-8.8%,-12.8%,-4.0%,-1.8%,9.5%,1.6%[59 µM]

Continuation:
Molecule,Pol iota inh,APEX1 inh,Pol beta inh,BLM inh,Pol kappa inh,Pol eta inh,JMJD2A Tudor inh,BAZ2B inh,G9a block
C=CCN1C(=O)C(O)=C(C(C)=O)C1c1ccccc1F (stereo not given),?,-1.6%,-16.6%,-0.6%,1.3%,-8.8%,-22.1%,-35.0%,-15.2%[59 µM]
COc1ccccc1NC(=O)Cn1c(=O)n(-c2cccc(C(C)=O)c2)c(=O)c2c3c(sc21)CN(C(C)=O)CC3,8.7%,/,?,-7.7%,-2.4%,-13.3%,-14.2%,-11.1%,-21.7%[59 µM]
Cc1cc(C)cc(NC(=O)N2CCCN(Cc3c(F)cccc3Cl)CC2)c1,40.5%[activator],-0.4%,31.5%,-8.7%,3.0%,3.8%,?,-9.2%,/
COC(=O)c1ccc(C)c(NS(=O)(=O)c2cn(C)nc2C)c1,-11.6%,0.7%,-4.1%,-3.7%,10.7%,-6.6%,8.9%,-2.6%,-4.8%
CN(C)c1ncc2nc(-c3cccs3)c(=O)n(-c3ccccc3)c2n1,/,18.0%,/,5.3%,?,/,/,/,5.7%[0.501 µM]
Cc1cc(C)n(-c2nc3sc4c(c3c3nnc(SC(C)C)n23)CC(C)(C)OC4)n1,0.8%,/,/,/,10.3%,-13.4%,-3.8%,/,/
O=C(C1=C[C@H](c2coc3ccccc3c2=O)C[C@H](OCc2ccc(CO)cc2)O1)N1CCOCC1,-25.6%,-7.1%,-2.6%,2.2%,-8.4%,-11.4%,-14.8%,-12.5%,10.4%[12.7 µM]
CC(=O)Oc1ccc(N(C(C)=O)S(=O)(=O)c2ccc(Cl)cc2)c2ccccc12,5.7%,-8.0%,7.0%,-9.7%,4.0%,-11.2%,-15.8%,19.0%,/
CC(C)CC(NC(N)=O)C(=O)NCc1ccccc1Cl (stereo not given),49.4%[activator],20.8%,-18.7%,-13.6%,-17.4%,-13.3%,-18.2%,1.5%,8.7%
CCNC(=O)c1ccc(NC(=O)CC2SC(N3CCCCC3)=NC2=O)cc1 (stereo not given),6.1%,25.8%,/,/,-2.0%,-14.4%,-9.7%,-11.7%,-34.6%[12.7 µM]
CCC(C)NC(=S)N1CCN(Cc2ccccc2)CC1 (stereo not given),-1.9%,5.6%,-23.7%,-2.4%,-8.8%,-15.0%,?,0.0%,0.0%
Cc1nn(C)c(Cl)c1NC(=O)OCc1ccc(Cl)cc1Cl,4.6%,-0.2%,-10.0%,-26.9%,-11.6%,-19.9%,-7.6%,8.6%,2.8%
CC1CCC(N2CCN(c3ncccn3)CC2)CC1 (stereo not given),-13.4%[58.9 µM],5.3%,-1.6%,1.5%,-4.3%,-8.3%,-9.3%,1.6%,0.5%[59 µM]
CC1=NN(C(C#N)c2ccccc2O)C(C)(C)C1 (stereo not given),23.0%,1.9%,-0.4%,-6.5%,-6.6%,5.1%,-2.7%,-4.8%,/
CN1C(=O)COc2ccc(C(=O)c3ccccc3C(=O)O)cc21,-0.6%,2.4%,15.4%,-1.8%,-10.5%,?,-1.3%,-4.7%,-5.6%[59 µM]
COc1ccc(N2CCN(c3cc(C)c4ccccc4n3)CC2)cc1,53.5%[activator],-7.5%,-9.8%,-1.0%,-9.5%,-4.3%,?,?,10µM*
O=C(Nc1ccc(CN2CCCCC2)cc1)c1cc(Br)ccc1Cl,47.4%[activator],2.6%,-7.2%,1.5%,0.3%,-1.3%,-12.7%,?,2.6%
COC(=O)c1ccc(C(=O)OC)c(NC(=O)c2cnn3c(C(F)F)cc(-c4ccc(C)cc4)nc23)c1,-13.5%,/,31.5%,-2.1%,-0.6%,2.2%,-5.2%,-8.6%,-23.7%[59 µM]
CC(Nc1ccc(S(=O)(=O)N2CCN(C)CC2)cc1[N+](=O)[O-])c1ccccc1 (stereo not given),9.6%,10.4%,/,/,-2.4%,-23.5%,?,?,39.8µM*
CCCn1nnc(NC(=O)C(C)C)n1,11.4%,13.9%,21.6%,-4.9%,-2.4%,-12.7%,-7.4%,2.9%,/

Two compounds picked at random from those above, as already listed:
Molecule,Pol iota inh,APEX1 inh,Pol beta inh,BLM inh,Pol kappa inh,Pol eta inh,JMJD2A Tudor inh,BAZ2B inh,G9a block
COc1ccc(N2CCN(c3cc(C)c4ccccc4n3)CC2)cc1,53.5%[activator],-7.5%,-9.8%,-1.0%,-9.5%,-4.3%,?,?,10µM*
CC1CCC(N2CCN(c3ncccn3)CC2)CC1 (stereo not given),-13.4%[58.9 µM],5.3%,-1.6%,1.5%,-4.3%,-8.3%,-9.3%,1.6%,0.5%[59 µM]

New compounds follow:
Molecule,Pol iota inh,APEX1 inh,Pol beta inh,BLM inh,Pol kappa inh,Pol eta inh,JMJD2A Tudor inh,BAZ2B inh,G9a block
CC1Cc2nc(SCC(=O)N3CCN(c4ccccc4)CC3)n(C)c(=O)c2S1 (stereo not given),17.4%,-6.6%,-8.0%,2.1%,-7.3%,-12.2%,-29.2%,-3.2%,?
CSc1ccccc1C(=O)N(C)Cc1ccccc1,109.0%[activator],4.3%,19.6%,-1.3%,-4.0%,-8.0%,-20.5%,-0.4%,-41.1%
CCN(CC)C(=S)NC(=O)c1ccc(F)cc1,13.2%,-7.1%,33.6%,1.5%,-7.8%,-7.3%,-17.2%,?,?
CCc1ccc(/C=C2\Oc3ccc(C(=O)OC)cc3C2=O)cc1,459.2%[activator],2.8%,8.6%,-7.4%,-9.2%,-1.6%,-14.0%,-5.8%,-14.4%[59 µM]
Cc1cccc(NC(=O)NC(=S)NC(=O)c2ccccc2)c1,122.6%[activator],2.9%,20.1%,-7.0%,-10.9%,-18.1%,-14.6%,0.2%,?
CCN(C(=O)Cn1c(=O)n(Cc2ccc3c(c2)OCO3)c(=O)c2ccc(C(=O)NC3CCCCC3)cc21)c1cccc(C)c1,26.0%,/,0.7%,-4.7%,8.9%,-17.5%,-11.0%,/,-3.9%[59 µM]
CCC(C)C(NC(=O)C1CCC(C)CC1)C(=O)NCCCN1CCCCC1CC (stereo not given),16.1%,-0.8%,3.8%,1.5%,-3.6%,-7.3%,-13.0%,/,-2.0%
CCN(CC)CCCNC(=O)Cc1c(C(=O)O)n(C)c2ccccc12,-7.1%,0.0%,-5.3%,0.9%,1.3%,-4.6%,-7.0%,23.7%,10.5%
O=C(NCCc1ccccc1)c1cccs1,19.1%,1.4%,1.8%,-1.2%,0.6%,10.0%,-2.6%,10.5%,20.3%
COc1ccc(-c2cc(C(N)=O)nc(N3CCCCCC3)n2)cc1,10.6%,-2.2%,9.6%,-0.6%,6.3%,-17.2%,-0.8%,-4.8%,12.1%
CCOc1ccc(NC(=O)CN(C)C(=O)CSCc2ccc(C)cc2)cc1OCC,13.1%,-3.2%,/,/,-14.7%,-0.1%,-21.6%,-10.4%,?
C(#Cc1ccccc1)C[N+]1(CC#Cc2ccccc2)CCCCC1,69.5%[activator],3.5%,-23.5%,-7.5%,-3.2%,-19.9%,44.7µM*,-38.3%,-32.6%
Cc1cc(N2CCCCC2)nc(N2CCCCC2)n1,-5.8%,-3.3%,-0.4%,-0.8%,-14.1%,-18.7%,-9.0%,-18.4%,-10.5%

Some of the compounds tested; the hit share may differ from the screen's.
